Screening results as filed in PubChem.
Lipid storage S3: qHTS Assay for Lipid Storage Modulators in Drosophila S3 Cells | 0.64% of 320,000 active | Drosophila S3 cells, BODIPY lipid droplet fluorescence, 18-24 h; cells fed with added oleic acid | AID 2685 | lipid storage change, negative = inhibition, % at the top dose, mostly 46.1 µM; hits show Potency in µM; active = well fitted inhibition curve with a large enough effect in the signal ratio, with a control signal flat, not every such curve was filed as active; inconclusive = small, poorly fitted or top-dose-only effect, or effect the other way, or a change in a side signal; the % refers to the signal ratio
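Drosophila S3 cells loaded with oleic acid (400 uM, as added) and compounds at several concentrations; lipid droplets imaged by 488-nm laser-scanning cytometry, 500–530 nm intensity and object ratio to cell channel. Percent activity normalized to 20 uM Triacsin C.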
Lipid storage S3 cell count max: second read-out of Lipid storage S3, no call of its own (marks repeat the call); cell number change, %; measured here: cell count max response;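 cells counted by Cell Tracker Red CMTPX staining in the red channel; peak over a dose series mostly up to 46.1 µM; percent activity relative to internal control wells on each plate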
Active calls of the source: *; i = inactive; ? = inconclusive; nt = not tested or not shown. % is set by controls: 0 for no effect and ±100 for the full control effect; potency is the fitted concentration of half-maximal effect. The list is partial, so the mix of outcomes need not match the whole.

SMILES | Lipid storage S3 | Lipid storage S3 cell count max
O=C1OC(c2ccc(Cl)cc2)=N/C1=C\N1CC2CC(C1)c1cccc(=O)n1C2 (configuration not stated) | 15% | 8
Cc1ccc(/C=C2/C(=O)NC(=O)N(CCc3ccc(F)cc3)C2=O)o1 | -2% | -2
COCCCNC(=O)c1c(NC(=O)c2ccccc2Cl)n(Cc2ccccc2)c2nc3ccccc3nc12 | i | nt
O=C(COc1ccc(Cl)cc1)N1CCN(C2CCCC2)CC1 | ? | nt
CC1C(C)N1CC(O)Cn1ccnc1[N+](=O)[O-] (configuration not stated) | ? | nt
CCOC(=O)C1CCN(/C=C2/C(=O)NC(=O)N(Cc3ccco3)C2=O)CC1 | 16% | -17
Cc1c(N=Cc2c(O)n(CCc3ccccc3)c(=O)[nH]c2=O)c(=O)n(-c2ccccc2)n1C | i | nt
CN(C)C(=S)SSC(=S)N(C)C | ? | nt
CC(=NCc1cccnc1)c1c(O)n(-c2ccc(Cl)cc2)c(=O)[nH]c1=O | 3% | 13
Cc1ccc(Cn2c(=O)oc3ccccc32)cc1 | ? | nt
CN1C(=O)C(=Cc2ccc(N3CCCCCC3)cc2)C(=O)N(C)C1=O | 5% | -8
Cc1cc(S(=O)(=O)NC(C)C)ccc1OCC(=O)N1CCN(Cc2ccc3c(c2)OCO3)CC1 | ? | nt
Cc1ccc2[nH]c(=S)n(-c3cccnc3)c(=O)c2c1 | ? | nt
Cc1[nH]c2ccccc2c1C(=O)C(=O)N1CC2CC(C1)c1cccc(=O)n1C2 (configuration not stated) | -2% | 22
Cn1c(O)c(C(=Nc2ccc(F)cc2)c2ccccc2)c(=O)n(C)c1=O | 7% | 21
Cc1ccc(-n2c(O)c(/C=N/N3CCOCC3)c(=O)[nH]c2=S)cc1 | 3% | 0
COc1cc(OC)c2c(c1)OCC1CON(C)C21 (configuration not stated) | ? | nt
COc1ccc(CCn2c(O)c(/C=N/N3CCCCC3)c(=O)[nH]c2=O)cc1OC | -8% | -35
CCCCn1c(C)c(C(=O)OCC)c2c(CN3CCCC3)c(O)ccc21 | 4% | 0
CC1(C)CN=C(Nc2ccc(F)c(Cl)c2)S1 | 6% | 6
COc1ccc(Cc2c(O)[nH]c(=O)[nH]c2=O)c(OC)c1 | -11% | 10
O=C(Cc1ccccc1[N+](=O)[O-])N1CCN(Cc2ccc3c(c2)OCO3)CC1 | ? | nt
O=C1NC(=O)N(CCC2=CCCCC2)C(=O)/C1=C/c1ccc(O)cc1 | 1% | -15
Cc1sc2nc(COC(=O)Cc3ccccc3)[nH]c(=O)c2c1C | 1% | nt
Cc1cccc(OP(=O)(Oc2ccccc2)OC(c2ccccc2)C(F)(F)F)c1 (configuration not stated) | -22% | 2
(more compounds)
SMILES | Lipid storage S3 | Lipid storage S3 cell count max
CCOC(=O)C1=C(C)N(C)C2(C)CC1c1ccccc1O2 (configuration not stated) | 15% | 7
Cc1cc(O)c(CN2CCN(c3ccccc3)CC2)cc1C | i | 23
O=c1c2ccccc2nc(-c2ccco2)n1-c1ccccn1 | 29% | 6
COc1ccc(OC)c(N=Cc2c(O)[nH]c(=O)[nH]c2=O)c1 | 5% | 8
CCOC(=O)CC1=C(C(=O)OCC)C2(C(=O)N1CC(=O)OC)C(C#N)=C(N)Oc1ccccc12 (configuration not stated) | -2% | 4
O=c1c2ccccc2nc(/C=C/c2ccccn2)n1-c1ccccc1 | i | 5
COC(=O)C1=C(N)Oc2cc(C)oc(=O)c2C12C(=O)Nc1ccccc12 (configuration not stated) | ? | nt
CCC(=NCCCN1CCOCC1)c1c(O)n(Cc2ccccc2)c(=O)[nH]c1=O | ? | nt
O=C(NCc1ccccc1)c1cccn(Cc2ccccc2)c1=O | 6% | 0
COc1ccc(C(Nc2cccc([N+](=O)[O-])c2)P(=O)(OC(C)C)OC(C)C)cc1 (configuration not stated) | ? | nt
CCN1CCN(c2cn[nH]c(=O)c2Cl)CC1 | 9% | 13
CN1CCN2c3ccccc3Cc3ccccc3C2C1 (configuration not stated) | ? | nt
Cc1cccc(NC(=O)C2CC(O)CN2C(=O)Oc2ccccc2)c1 (configuration not stated) | ? | nt
Cc1ccsc1CNCCc1ccc(F)cc1 | ? | nt
CC(C)N(CC#CCC1(O)c2ccccc2-c2ccccc21)C(C)C | 5% | -12
O=C(Cc1ccccc1)N1CCN(CCCc2ccccc2)CC1 | i | nt
Cc1ccc(-c2nc(N(C)C3CCN(C)CC3)c3ccccc3n2)cc1 | ? | nt
O=C1/C(=C/c2ccncc2)N2CCC1CC2 | -3% | 9
CCN1C[C@]2(CO)CC[C@H](OC)[C@@]34C2[C@H](OC)[C@@](O)(C13)[C@@]1(O)C[C@H](OC)[C@H]2C[C@@H]4[C@@H]1[C@H]2OC | ? | nt
Cc1ccc2oc(=O)n(CC(=O)OC(C)C)c2c1 | ? | nt
CC1CN(c2cc([N+](=O)[O-])ccc2Cl)CC(C)N1 (configuration not stated) | -27% | -3
CC(C)OC(=O)Cc1ccccc1 | 12% | 15
Cc1c(C)c2ccc(OCC(=O)N3CCC(C(=O)O)(c4ccccc4)CC3)cc2oc1=O | 7% | 19
C[n+]1ccc(-c2ccncc2)cc1 | ? | nt
CCOC(=O)[C@]1(C#N)[C@@H]2C=CC(C(C)=O)=CN2[C@@H](C(N)=O)[C@@H]1c1ccsc1 | ? | nt
The listing continues.
SMILES | Lipid storage S3 | Lipid storage S3 cell count max
Cc1ccc2c(c1)CC1(CN2C)C(=O)NC(=O)N(C(C)C)C1=O (configuration not stated) | ? | nt
CN1C(=O)/C(=C/c2ccc(Cl)s2)C(=O)NC1=S | i | -25
Cc1ccc(-c2nc3ccccc3c(=O)n2-c2cccnc2)cc1 | 13% | 17
O=C1c2ccccc2C2(c3ccc(Cl)cc3)NCCN12 (configuration not stated) | 4% | 7
Cc1ccc2c(c1)C1CN(C)CCC1N2S(=O)(=O)c1ccccc1 (configuration not stated) | ? | nt
CCS(=O)(=O)Nc1cccc(C(=C2CCCCC2)c2cnc[nH]2)c1 | ? | nt
CC[C@]12C=CCN3CCC4(c5cc(Br)c(OC)cc5N(C)C4[C@@](O)(C(=O)OC)[C@@H]1OC(C)=O)C32 (some centres not stated) | -4% | 7
CCOC(=O)C1CN(C)CCC1=O (configuration not stated) | ? | nt
Cc1cc(OC(C)C(=O)N[C@H](C(=O)O)c2ccccc2)c2c3c(c(=O)oc2c1)CCC3 (some centres not stated) | -2% | -19
O=C(Cn1cnc2sc3c(c2c1=O)CCCC3)NCCCC(=O)N1CCC2(CC1)OCCO2 | ? | nt
N[C@@H]1C[C@H]1c1ccccc1 | ? | nt
Fc1ccccc1CNCCc1c[nH]c2ccccc12 | 6% | 27
COC(=O)C1=C(c2ccc(F)cc2OCc2ccccc2)C[C@@H]2CC[C@H]1N2C(=O)NCCc1ccc(F)cc1 | ? | nt
CCCC[N+]12CCC(CC1)C(C(O)(c1ccccc1)c1ccccc1)C2 (configuration not stated) | -4% | 3
O=C1CN(O)C(c2ccccc2)=c2cc(Cl)ccc2=N1 | ? | nt
c1cncc(CNC2=NCCCCC2)c1 | ? | nt
O=C(O)Cn1cc(/C=C2\C(=O)NC(=O)N(c3ccc(Cl)cc3)C2=O)c2ccccc21 | 0% | 18
O=C(CCCN1CCC(n2c(=O)[nH]c3ccccc32)CC1)c1ccc(F)cc1 | ? | nt
Cc1cc(OC(=O)CCNC(=O)OC(C)(C)C)c2c3c(c(=O)oc2c1)CCC3 | ? | nt
Cn1c(C(=O)N2CCC(C(=O)N3CCC4(CC3)OCCO4)CC2)cc2sccc21 | ? | nt
NCCc1ccc(O)cc1 | ? | nt
c1ccc2c(c1)OCC(C1=NCCN1)O2 (configuration not stated) | -5% | -13
CC(=NCc1ccc2c(c1)OCO2)c1c(O)[nH]c(=O)[nH]c1=O | i | 21
CCCCn1c(N)c(C(=O)NCCN2CCOCC2)c2nc3ccccc3nc21 | ? | nt
COP(=O)(NS(=O)(=O)c1ccccc1)OC | -9% | 21
The results go on.
SMILES | Lipid storage S3 | Lipid storage S3 cell count max
COc1ccc(C(=O)CC2(CC(=O)c3ccc(OC)cc3)C(=O)N(C)C(=O)N(C)C2=O)cc1 | ? | nt
CCCCOC(=O)c1ccccc1C(=O)OCCCC | ? | nt
Cc1ccc(CN2CC3CC(C2)c2cccc(=O)n2C3)cc1 (configuration not stated) | ? | nt
O=c1c2ccccc2nc(-c2cccs2)n1-c1cnccn1 | ? | nt
Cc1[nH]n(-c2ccccc2)c(=O)c1C(c1ccc([N+](=O)[O-])cc1)c1c(C)[nH]n(-c2ccccc2)c1=O | -6% | 12
Clc1cnc(Oc2ccc(Oc3ncc(Cl)cc3Cl)cc2)c(Cl)c1 | ? | nt
CCC(C(=O)N1CCC2(CC1)OCCO2)n1c2ccccc2c2nc(=O)cc(C)n21 (configuration not stated) | ? | nt
COC(=O)C1=C(c2ccc(OC(F)(F)F)cc2)C[C@@H]2CC[C@H]1N2C(=O)NCCOc1ccccc1Cl | i | nt
Fc1ccc(CN2CCN(c3ccc(Cl)cc3)CC2)cc1 | 5% | 1
O=C1NC(=O)C(CCc2ccncc2)(Cc2ccc3c(c2)OCO3)C(=O)N1CCc1ccccc1 (configuration not stated) | ? | nt
O=C(O)c1ccccc1-c1ccc(C=C2C(=O)N(c3ccccc3)C(=S)N(c3ccccc3)C2=O)o1 | ? | nt
COc1cc(N)c(Cl)cc1C(=O)NC1CN2CCC1CC2 (configuration not stated) | -1% | 12
O=C(N=Nc1c(O)[nH]c(=O)[nH]c1=O)C1COc2cc3ccccc3cc2O1 (configuration not stated) | ? | nt
N=c1c[n+](C2CCCCC2)[n-]o1 | ? | nt
Cc1ccc(NC(=O)c2cn(CCC#N)nc2-c2ccc3c(c2)OCCO3)c([N+](=O)[O-])c1 | -3% | -13
CCCc1[nH]nc2c1C1(C(=O)N(Cc3ccccc3)c3ccccc31)C(C(=O)OC)=C(N)O2 (configuration not stated) | ? | nt
CCCCCCCn1c(=O)c(C(=O)Nc2cnccn2)c(O)c2ccccc21 | ? | nt
CC(C)N1CCN(c2ccc(O)cc2)CC1 | ? | nt
CN(C)S(=O)(=O)c1cc(NC(=O)COC(=O)Cc2ccccc2)ccc1Cl | 1% | 14
C#CC1(OC(=O)c2ccccc2)CC(C)N(C)CC1C (configuration not stated) | ? | nt
CCN(CC(=O)Nc1ccc(C#N)c(Cl)c1)CC(=O)NC(C)(C)C | -3% | -3
O=C1NC(=O)N(CC2CCCO2)C(=O)/C1=C/c1cccs1 (configuration not stated) | ? | nt
CCOC(=O)Cc1csc(NC(=O)c2c(O)c3ccccc3n(CCC(C)C)c2=O)n1 | 7% | 2
COc1ccc(-n2c(/C=C/c3ccc(O)c(O)c3)nc3ccccc3c2=O)cc1 | ? | nt
O=c1[nH]c(=S)[nH]c(O)c1N=Nc1cc2c(cc1[N+](=O)[O-])OCO2 | ? | nt

In another format: 14 of the compounds above.
Each structure is followed by: Lipid storage S3 | Lipid storage S3 cell count max
Cc1ccc(CN2CC3CC(C2)c2cccc(=O)n2C3)cc1 (configuration not stated)
    ? | nt
O=c1c2ccccc2nc(-c2cccs2)n1-c1cnccn1
    ? | nt
Cc1[nH]n(-c2ccccc2)c(=O)c1C(c1ccc([N+](=O)[O-])cc1)c1c(C)[nH]n(-c2ccccc2)c1=O
    -6% | 12
Clc1cnc(Oc2ccc(Oc3ncc(Cl)cc3Cl)cc2)c(Cl)c1
    ? | nt
CCC(C(=O)N1CCC2(CC1)OCCO2)n1c2ccccc2c2nc(=O)cc(C)n21 (configuration not stated)
    ? | nt
COC(=O)C1=C(c2ccc(OC(F)(F)F)cc2)C[C@@H]2CC[C@H]1N2C(=O)NCCOc1ccccc1Cl
    i | nt
Fc1ccc(CN2CCN(c3ccc(Cl)cc3)CC2)cc1
    5% | 1
O=C1NC(=O)C(CCc2ccncc2)(Cc2ccc3c(c2)OCO3)C(=O)N1CCc1ccccc1 (configuration not stated)
    ? | nt
O=C(O)c1ccccc1-c1ccc(C=C2C(=O)N(c3ccccc3)C(=S)N(c3ccccc3)C2=O)o1
    ? | nt
COc1cc(N)c(Cl)cc1C(=O)NC1CN2CCC1CC2 (configuration not stated)
    -1% | 12
O=C(N=Nc1c(O)[nH]c(=O)[nH]c1=O)C1COc2cc3ccccc3cc2O1 (configuration not stated)
    ? | nt
N=c1c[n+](C2CCCCC2)[n-]o1
    ? | nt
Cc1ccc(NC(=O)c2cn(CCC#N)nc2-c2ccc3c(c2)OCCO3)c([N+](=O)[O-])c1
    -3% | -13
CCCc1[nH]nc2c1C1(C(=O)N(Cc3ccccc3)c3ccccc31)C(C(=O)OC)=C(N)O2 (configuration not stated)
    ? | nt

(more compounds)
SMILES | Lipid storage S3 | Lipid storage S3 cell count max
C=CCn1c(O)c(C(C)=NCCCn2ccnc2)c(=O)[nH]c1=O | ? | nt
CCOC(=O)C1=C(N)OC2=C(C(=O)CC(C)(C)C2)C12C(=O)Nc1ccccc12 (configuration not stated) | ? | nt
CCOc1cc2c(cc1OCC)-n1cccc1C(c1cccc(F)c1F)NC2 (configuration not stated) | ? | nt
CC(C)OP(=O)(Oc1ccc(C(O)C(Cl)(Cl)Cl)cc1)OC(C)C (configuration not stated) | 8% | 7
COc1nc2ccccc2nc1N1CCN(C)CC1 | ? | nt
O=P(CCl)(Nc1ccccc1)C(Cl)(Cl)Cl (configuration not stated) | ? | nt
C[C@@H]1O[C@@H](O[C@H]2C[C@@H](O)[C@]3(CO)[C@@H]4C(CC[C@]3(O)C2)[C@@]2(O)CC[C@H](C3COC(=O)C3)[C@@]2(C)C[C@H]4O)[C@H](O)[C@H](O)[C@H]1O (some centres not stated) | -3% | -5
O=c1c2ccccc2nc(-c2ccoc2)n1-c1ccccc1Cl | i | -23
